From PubChem BioAssay
T cell modulator – modulates CD8 T cell binding to vesicles; AID 2052; 0.068% of 330,000 active; 2C CD8+ T cell-vesicle binding, flow cytometry; active compounds read low; calls only at 7 µM;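 active = response, share of CD8 T cells binding vesicles, and their 90th percentile fluorescence all below set limits, cut at about 80% in these data, passing the limit was not always enough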
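Test system: purified 2C TCR transgenic mouse naive CD8+ T cells. Probe or stimulus: QL9-peptide-loaded Drosophila micro-vesicles bearing Ld, ICAM-1 and B7-1. Incubation: binding step 1.5 h, 37 °C, antibody labelling 20 min, ice. Measured by: flow cytometry of vesicle-bound cells.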
TNAP activation fold – stimulation of alkaline phosphatase TNAP activity – biochemical, luminescent, no phosphate acceptor, uHTS, primary screen (AID 1001) | purified TNAP, luminescent activation assay, no phosphate acceptor; higher activation fold means a stronger effect | activation fold at 20 µM, or EC50 in µM where a hit was titrated | 0.03% of 200,000 active; in the data active = activation fold from about 3, or a potency from the dose series; inactive = the rest, 99 in 100 with activation fold below about 1.6; note: many of its hits are not listed in these tables
MT stabilizer – stabilizes microtubules in HeLa cells; % tubulin-high responders, % at 10 µM; 0.83% of 200,000 active; AID 2205; HeLa tubulin immunostaining HCS, 24 h; share of cells brighter than vehicle mean+2SD;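 active = plate Z-score above 3 for both tubulin-high and condensed-nucleus cell shares, with cell loss under 80%, at 10 µM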;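 note: anti alpha tubulin signal scored within the nucleus-defined area of each cell; some results filed as inactive read as strong as hits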
bCat nuc transl – modulators of beta-catenin nuclear translocation; HeLa beta-catenin nuclear translocation, immunofluorescence imaging; nuclear translocation activity, % at 5 µM; 0.3% of 190,000 active; AID 1665;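 active = nuclear translocation activity above 50% at 5 µM, with a well cell count of 50 or more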;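 note: per-cell ratio of nuclear to cytoplasmic median beta-catenin stain intensity; plate controls were DMSO negative control for no effect and GSK-3 inhibitor IX positive control for full effect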
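Test system: HeLa cells, endogenous beta-catenin; Compound: single 5 µM dose plus 0.02–20 µM confirmation series; Times: compound exposure 24 h at 37°C; Signal: fluorescence imaging of beta-catenin antibody stain plus DAPI; Read-out: % activation, nuclear-to-cytoplasmic median beta-catenin signal ratio per cell.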
human PMI inhibitors – human PMI inhibitors, high substrate, primary screen, biochemical, fluorescence intensity, high mannose 6-phosphate (AID 1220) | recombinant PMI enzyme, coupled fluorescence intensity; higher % means a stronger effect | one-dose inhibition, % at 20 µM; IC50 in µM for titrated hits | 0.66% of 190,000 active
Hep lipid drop – hepatic lipid droplet formation modulation; AML12 mouse hepatocytes, oleate lipid droplets, BODIPY imaging; 0.4% of 240,000 active; inhibition, % at 6.5 µM;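 active = lipid droplet intensity inhibited by at least 50%, with more than 500 cells counted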
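System: AML12 hepatocytes (mouse). Probe or stimulus: oleic acid at 100 µM to induce lipid droplet formation. Times: overnight treatment with compound plus oleate. Detection: Image-based BODIPY and DAPI two-channel analysis. Evaluation: percent inhibition of filter-corrected integrated lipid droplet intensity per well.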
PMI inhibitors – MPI enzyme activity inhibition – biochemical, fluorescence intensity, coupled assay, primary screen (AID 1209); purified PMI enzyme, coupled fluorescence intensity; higher % means a stronger effect; one-dose inhibition, % at 20 µM; IC50 in µM for titrated hits; 0.42% of 190,000 active;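 note: plate controls were DMSO vehicle for no effect and wells lacking substrate for full effect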
Insulin prom up – MIN6 insulin promoter up-regulation. MIN6 insulin promoter-GFP reporter, high-content imaging; active compounds read high. z-score at 5 µM. 0.3% of 190,000 active;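 active = z-score above 3 at 5 µM with at least 500 cells counted in the well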
Autophagy mod – alters autophagy in cells. calls only at 10 µM (by protocol). 0.98% of 190,000 active. MEF GFP-LC3 puncta imaging; test concentration mostly 10 µM. AID 463193;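 active = percentage of spot-positive cells more than 3 SD above its plate mean, without a fluorescence outlier flag or 80% toxicity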;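 note: spot-positive cell cutoff set from DMSO-treated cells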
Insulin prom up cell count – further read-out of Insulin prom up, marked with its call; cell count; measured here: cytotoxicity, nuclei count;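 total cells summed across four imaged fields per well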
Hep lipid drop cells 6.5 µM – also measured in Hep lipid drop; calls as there; cell count; measured here: cell count, cytotoxicity flag;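 cells counted across two imaged fields per well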
bCat nuc transl cell count 5 µM – recorded beside bCat nuc transl, whose call it bears; cell count; measured here: cell count, cytotoxicity flag
T cell modulator vesicle-bound % – recorded beside T cell modulator, whose call it bears; double positive events, %; measured here: CD8+ vesicle-bound cell fraction;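 binding gate set so that unloaded-vesicle control wells show 10% double positive cells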
MT stabilizer Hoechst-high % – further read-out of MT stabilizer, marked with its call; % Hoechst-high responders; measured here: nuclear condensation Hoechst responders;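 share of cells brighter than vehicle mean plus two SD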
MT stabilizer cytotoxicity % – also measured in MT stabilizer; calls as there; toxicity, %; measured here: cytotoxicity by cell density;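 0% = mean cell density of plate MIN control wells and 100% = no cells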
Autophagy mod cell loss 18 h – recorded beside Autophagy mod, whose call it bears; toxicity, %; measured here: cell loss, nuclei count;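 cell loss after 18 h compound exposure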
Starred values were filed as active, the others as inactive; i = inactive; . = not tested or not shown. Cut-off read from the data, not from the text of the source, unless noted: active = inhibition above about 50%; inactive = the rest.

SMILES	T cell modulator	T cell modulator vesicle-bound %	TNAP activation fold	MT stabilizer	MT stabilizer Hoechst-high %	MT stabilizer cytotoxicity %	bCat nuc transl	bCat nuc transl cell count 5 µM	human PMI inhibitors	Hep lipid drop	Hep lipid drop cells 6.5 µM	PMI inhibitors	Insulin prom up	Insulin prom up cell count	Autophagy mod	Autophagy mod cell loss 18 h
O=C(Nc1nc(-c2cccnc2)cs1)c1cccc([N+](=O)[O-])c1	i	37	1	2.7	1.8	6.6	-1.6	1041	-8%	17	660	-2%	-0.52	1242	i	-2
O=C1CC(c2ccccc2)n2nc(NC(=O)c3cccs3)nc2N1 (stereo not given)	i	60	1	4.6	2.9	18	-2.6	883	-2%	.	.	-6%	0.17	1123	i	3
O=C(Nc1ccc(Cl)c(Cl)c1)C1CC(=O)N(c2ccc(Br)cc2)C1 (stereo not given)	i	19	1.1	5.5	1.6	10	-0.8	1191	21%	-6	743	21%	.	.	i	17
CC(=O)OCC(OC(C)=O)C(OC(C)=O)C(OC(C)=O)C(=O)Nc1ccccc1C (stereo not given)	i	18	1	4.8	3.2	7.7	-0.7	941	12%	.	.	4%	0.48	1252	i	13
O=C(COc1ccc(Cl)cc1)N1CCN(c2ccc([N+](=O)[O-])c(N3CCCCC3)c2)CC1	i	8	1	2.3	0.9	6.0	1.4	993	12%	7	695	17%	-0.37	1708	i	-29
COc1ccc(C)cc1S(=O)(=O)N(C)CC(=O)NC1CCCCCC1	i	36	1	2.9	3.0	5.4	-7.8	1078	2%	3	627	-1%	0.04	1548	i	-1
COc1ccc(NC(=O)CN2CCOCC2)cc1	i	63	1	2.2	2.0	8.4	-1.9	1194	8%	-8	712	16%	.	.	i	-5
COC(=O)c1ccc(=O)n(CC(=O)c2ccc(Cl)cc2)c1	i	27	1	1.9	2.4	3.1	0.3	1493	-2%	-32	692	-3%	-0.27	1417	i	-32
Cc1cc2cc(CN(Cc3ccc4c(c3)OCO4)Cc3nnnn3C3CCCC3)c(=O)[nH]c2cc1C	i	49	1.1	2.7	1.9	6.5	-0.8	963	12%	.	.	5%	-1.6	1107	i	-12
O=C(CSc1nnc(Cc2ccccc2)n1C1CCCCC1)N1CCOCC1	i	23	1	3.0	1.0	4.8	.	.	8%	-9	651	8%	1.6	1567	i	5
COc1cc(/C=N/NC(=O)c2nc(C)cc(C)n2)ccc1O	i	53	1	1.0	1.3	5.6	5.3	1092	-2%	21	811	-2%	-0.1	872	i	-11
O=C(C1CCC1)N1CCC(O)(c2cccc(F)c2)CC1	i	35	1.1	2.9	1.4	6.5	-1.2	1093	4%	-22	788	-4%	-0.58	1204	i	3

Single entries from the results shown:
In T cell modulator vesicle-bound %, COC(=O)c1ccc(=O)n(CC(=O)c2ccc(Cl)cc2)c1 shows 27
In Insulin prom up, O=C(CSc1nnc(Cc2ccccc2)n1C1CCCCC1)N1CCOCC1 shows 1.6

Returning to the listing, starting two compounds before the break.
SMILES	T cell modulator	T cell modulator vesicle-bound %	TNAP activation fold	MT stabilizer	MT stabilizer Hoechst-high %	MT stabilizer cytotoxicity %	bCat nuc transl	bCat nuc transl cell count 5 µM	human PMI inhibitors	Hep lipid drop	Hep lipid drop cells 6.5 µM	PMI inhibitors	Insulin prom up	Insulin prom up cell count	Autophagy mod	Autophagy mod cell loss 18 h
COc1cc(/C=N/NC(=O)c2nc(C)cc(C)n2)ccc1O	i	53	1	1.0	1.3	5.6	5.3	1092	-2%	21	811	-2%	-0.1	872	i	-11
O=C(C1CCC1)N1CCC(O)(c2cccc(F)c2)CC1	i	35	1.1	2.9	1.4	6.5	-1.2	1093	4%	-22	788	-4%	-0.58	1204	i	3
CCN(CC)c1ccc(C=Nc2ccc(N(C)C)cc2)c(O)c1	i	35	2.3	3.9	2.4	3.8	4.4	1132	28%	5	736	29%	0.15	887	i	-5
Cc1cccc(-c2ncc(CN3CCC(CO)(CCCc4ccccc4)CC3)cn2)c1	i	18	1	2.1	2.6	3.0	3.9	967	-1%	-25	681	5%	-0.19	1429	i	21
CC(=O)c1ccc(N2CCN(C(=O)c3ccco3)CC2)c(F)c1	i	46	1.1	4.0	2.4	4.2	.	.	16%	1	739	14%	0.7	1209	i	-8
Cc1cc(NCCCO)n2nc(-c3cccs3)cc2n1	i	51	1	2.7	1.5	4.2	0.8	1022	-10%	2	675	-5%	-0.02	1330	i	52
COc1ccc(/C=C(/NC(=O)c2ccco2)C(=O)N2CCCC2=O)cc1	i	39	1.2	3.4	1.5	2.4	-2.4	1058	8%	5	742	5%	-1.1	1553	i	-43
CCOc1cccc2sc(NC(=O)c3ccc(Br)s3)nc12	i	38	1.3	6.7	2.7	3.7	.	.	-2%	.	.	-2%	-0.33	897	i	7
Nn1c(SCc2cccc(Br)c2)nnc1-c1ccncc1	i	46	.	.	.	.	-0.3	1320	.	15	719	.	-0.01	1061	.	.
Cc1cc(C=O)c(C)n1-c1cc(C(F)(F)F)ccc1N1CCOCC1	i	42	1.1	2.4	1.0	2.2	4.8	1198	6%	2	795	12%	-0.79	1228	i	-7
N#CC(c1nc2ccccc2nc1OCCO)S(=O)(=O)c1ccccc1 (stereo not given)	i	45	.	.	.	.	-1.2	1125	.	-5	752	.	0.57	1396	.	.
Cc1ccc(/C=N/n2c(C)nnc2C)o1	i	52	1.1	3.2	3.4	4.2	-1.5	879	-11%	-4	648	0%	.	.	i	-7
O=C(NCc1cccs1)C(=O)NCC1OCCCN1S(=O)(=O)c1ccc(F)cc1 (stereo not given)	i	41	1.1	2.4	3.7	5.7	-0.8	912	-1%	1	592	12%	0.12	1319	i	1
COc1ccc(/C=N\NC(=O)c2c(C)nc3ccc(Br)cn23)cc1	i	61	1.1	20*	49*	27*	53*	110*	6%	.	.	1%	0.7	886	i	24
Cc1ccc(C(=O)O)cc1NC(=O)Nc1ccc2c(c1)OCO2	i	47	1	1.4	1.4	4.7	0.0	1150	0%	2	703	-12%	0.01	1215	i	-1
CSC(=NC(C)c1ccccc1)NS(=O)(=O)c1cccs1 (stereo not given)	i	39	1	4.2	2.2	9.1	-2.5	1125	10%	-4	690	6%	-0.33	1597	i	-3
O=c1oc2ccccc2c(O)c1/C=N/c1ncccn1	i	36	1.1	.	.	.	.	.	3%	.	.	7%	-0.42	1233	.	.
CCC(C)Nc1nc(N)c([N+](=O)[O-])c(Nc2ccccc2OC)n1 (stereo not given)	i	52	.	.	.	.	7.2	1334	.	-5	718	.	-2.6	1244	.	.
O=C(N/N=C/c1ccc2nccnc2c1)c1cccc([N+](=O)[O-])c1	i	15	1	2.2	1.7	3.7	0.3	1022	-3%	1	689	-9%	0.04	1680	i	8
COc1ccc(C)cc1S(=O)(=O)N1CC(C)OC(C)C1 (stereo not given)	i	39	1	1.3	2.8	5.6	-0.3	1415	.	-3	693	.	0.61	1488	i	-10
CCCCN(C(=O)CNC(=O)c1ccco1)C(C(=O)NC1CCCC1)c1ccc(OC)cc1 (stereo not given)	i	17	1.1	1.9	0.8	6.5	-1.3	1175	-7%	-28	722	-5%	-0.25	983	i	-7
CC(Sc1nncn1C)C(=O)Nc1nnc(C(C)C)s1 (stereo not given)	i	12	1.1	2.0	0.9	5.0	0.0	1106	6%	-1	638	9%	0.04	1842	i	-4
O=C1N(Cc2cccc(Cl)c2)C[C@@H]2C[C@@H](c3c[nH]c4ccccc34)N3CCC[C@@]123	i	45	1.1	9.9	2.0	10	2.2	1160	42%	-17	703	18%	2	1450	i	10
Cn1nnnc1SCC(=O)NNC(=O)c1ccc(Br)cc1	i	44	1.2	3.5	1.2	7.2	-2.9	1108	9%	-3	678	8%	1.4	1301	i	-11
Nc1ccccc1C(=O)NNC(=O)C(=O)/C=C(\O)c1ccccc1	i	18	.	.	.	.	-2.5	1154	.	0	741	.	-0.31	1462	.	.
Cc1ccc(NC(=O)c2ccccc2NS(=O)(=O)c2ccc(Cl)s2)cc1	i	42	1	2.5	4.0	1.2	1.4	947	-6%	-2	566	-13%	-0.14	1052	i	-13
CNc1ncc(C(=O)C(C)(C)C)s1	i	54	1.1	2.0	1.6	6.5	-4.1	1195	-8%	-13	746	0%	-0.58	1281	i	-4
CCOC(=O)C1C(c2ccccc2)C(C(=O)OCC)C1c1ccccc1 (stereo not given)	i	43	1.1	2.0	1.2	5.5	-2.3	1290	-18%	-1	734	-12%	-0.08	1185	i	-6
COC(=O)Cc1ccc(NC(=S)NCCO)cc1	i	19	.	.	.	.	0.4	1297	.	15	726	.	0.51	1004	.	.
COCCNC(=O)c1ccccc1-c1nc(-c2ccccc2Cl)no1	i	39	1	2.5	1.8	6.3	-0.6	1080	-5%	2	743	1%	0.22	1436	i	0
CN(C(=O)C1CCOC1)c1nnc(-c2cccnc2)s1 (stereo not given)	i	38	1	2.1	1.0	0.6	.	.	11%	-1	710	16%	0.03	1097	i	3
Cc1ccnc(NC(=O)Nc2ccc3c(c2)OCO3)c1	i	51	1.1	3.3	3.2	4.1	-1.7	1138	30%	3	739	11%	0.5	1167	i	1
CC(C)(C)NC(=O)COC(=O)c1ccc(NC(=O)CC#N)cc1	i	50	1.1	4.6	1.5	7.8	0.6	1131	-7%	-1	718	0%	-0.38	1364	i	6
CCOc1ccc2[nH]c(SCC(=O)OC)c([N+](=O)[O-])c2c1	i	11	1	3.9	1.3	3.4	3.0	862	5%	2	756	3%	0.87	1610	i	0
O=c1cc(N2CCc3ccccc3C2)[nH]c(=O)n1-c1ccc(Br)cc1	.	.	1.1	5.3	4.2	3.2	-1.8	1349	2%	.	.	6%	-0.63	1426	i	-5
O=C(C1CCCN(c2nnc(-n3cccc3)s2)C1)N1CCN(c2ccccc2)CC1 (stereo not given)	i	32	1.1	2.0	3.8	6.9	.	.	3%	.	.	2%	1.4	875	i	1
